Compound activity deposited in PubChem by Sanford-Burnham Center for Chemical Genomics.
hIAP act = increases human intestinal alkaline phosphatase activity. purified human IAP, CDP-Star luminescence, 30 min; active compounds read high; 1 = vehicle-only enzyme, 0 = enzyme-free background. 330,000 tested, 0.16% active. activation factor at 10 µM. P09923. AID 2524;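 active = activation factor of the enzyme at least 2-fold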; also: the source names both 10 and 20 µM as test concentration; values of inactives mirror those of a sister screen read the other way
Target sequence (P09923 whole entry, looked up): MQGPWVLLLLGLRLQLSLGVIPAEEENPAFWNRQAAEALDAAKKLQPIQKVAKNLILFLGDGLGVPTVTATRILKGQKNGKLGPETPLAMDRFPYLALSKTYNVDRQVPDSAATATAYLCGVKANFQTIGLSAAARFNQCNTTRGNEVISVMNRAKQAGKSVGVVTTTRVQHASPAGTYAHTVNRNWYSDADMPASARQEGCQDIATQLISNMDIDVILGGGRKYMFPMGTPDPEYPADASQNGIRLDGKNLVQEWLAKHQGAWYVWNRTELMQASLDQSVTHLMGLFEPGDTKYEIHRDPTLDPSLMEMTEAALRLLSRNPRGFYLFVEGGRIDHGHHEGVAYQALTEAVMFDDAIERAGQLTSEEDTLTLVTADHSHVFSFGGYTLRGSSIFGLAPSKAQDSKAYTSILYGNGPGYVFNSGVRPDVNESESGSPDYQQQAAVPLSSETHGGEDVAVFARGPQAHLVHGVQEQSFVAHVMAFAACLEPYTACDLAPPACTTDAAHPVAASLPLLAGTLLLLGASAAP
ATG4B inh = ATG4B (human) cysteine protease inhibition; inhibition, % at 8.33 µM; ATG4B cleavage of LC3-PLA2, NBD-HPC fluorescence, 1 h; AID 504462; 340,000 tested, 0.51% active; in the data active = inhibition above about 40%
MPTP block = blocks calcium-induced mitochondrial swelling. isolated mouse mitochondria, Ca2+ swelling absorbance, 30 min. AID 602449. 360,000 tested, 1.4% active. inhibition, % at 10 µM;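 active = inhibition of 50% or more, scaled per plate between neutral and stimulator controls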;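 also: 0% = DMSO wells given calcium and 100% = 1 mM EGTA wells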
SENP1 FRET inh = blocks the human SENP1 SUMO protease catalytic domain; 360,000 tested, 0.21% active; inhibition, % at 10 µM; AID 624204; recombinant SENP1 catalytic domain, CyPet-SUMO1-YPet FRET cleavage; Q9P0U3;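 active = inhibition at least 30% at 10 µM, raw YFP signal under a set limit, fluorescence ratio 0.5 to 1.5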;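 also: 0% = enzyme with DMSO and 100% = no enzyme wells; some results filed as inactive read as strong as hits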
Target sequence (Q9P0U3 419-644 limits assumed): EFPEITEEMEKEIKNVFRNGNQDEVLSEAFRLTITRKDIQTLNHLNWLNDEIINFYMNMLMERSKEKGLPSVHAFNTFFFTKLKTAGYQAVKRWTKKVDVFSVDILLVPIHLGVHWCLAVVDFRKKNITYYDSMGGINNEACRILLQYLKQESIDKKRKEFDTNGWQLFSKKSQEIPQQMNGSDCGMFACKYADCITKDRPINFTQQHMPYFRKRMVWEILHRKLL
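Test system: human SENP1 catalytic domain; medium: Tris pH 8 buffer plus EDTA, NaCl, BME, BSA, NP40, catalase; incubation: 50 min reaction at room temperature; technique: FRET, CFP and YFP emission; controls: no-enzyme low control and enzyme-plus-DMSO high control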
SENP8 inh = blocks human SENP8 cleavage of Nedd8 substrate; Q96LD8; recombinant SENP8, Nedd8 substrate fluorescence; inhibition, % at 20 µM; 360,000 tested, 0.64% active; in the data active = inhibition mostly above about 40%, no sharp cut-off; inactive = mostly below about 27%
Target sequence (Q96LD8 whole entry, looked up): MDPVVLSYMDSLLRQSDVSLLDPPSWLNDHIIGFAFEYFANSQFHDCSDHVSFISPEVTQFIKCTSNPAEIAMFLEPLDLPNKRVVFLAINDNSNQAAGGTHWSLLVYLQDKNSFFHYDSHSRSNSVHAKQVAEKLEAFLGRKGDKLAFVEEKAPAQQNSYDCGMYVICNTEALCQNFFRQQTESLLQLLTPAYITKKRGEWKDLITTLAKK
NR3A LBD binder = modulators (binders) of human NR3A ligand-binding domain. AID 1259313. 340,000 tested, 2.5% active. Tm shift relative to glycine control, % at 25 µM. NR3A LBD differential scanning fluorimetry, Tm shift; 0% = protein alone, 100% = glycine-bound protein;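 active = melting temperature shift of at least 10% of the positive control shift, at one fixed dose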
PfGluPho inh = PfG6PD (Plasmodium falciparum) enzyme inhibition | PfGluPho enzyme, NADPH resazurin-diaphorase fluorescence | inhibition, % at 20 µM | 350,000 tested, 0.78% active | AID 504690;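 active = inhibition reaching at least a set limit at 20 µM in the primary screen, cut at about 59% in these data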;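 also: 0% = DMSO wells with substrate and 100% = DMSO wells lacking glucose-6-phosphate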
SENP6 block = inhibitors of human SENP6 protease; 330,000 tested, 1.8% active; AID 2599; inhibition, % at 10 µM; Recombinant SENP6 catalytic domain, aminoluciferin luminescence; Q9GZR1;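 active = inhibition above about 50% at the single tested dose, limit read from the data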;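 also: plate controls were DMSO wells with enzyme for no effect and DMSO wells lacking enzyme for full effect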
* hit, by the source's call; / = no result given. The order is random. Share with any hit: about 6.7%.

SMILES | hIAP act | ATG4B inh | MPTP block | SENP1 FRET inh | SENP8 inh | NR3A LBD binder | PfGluPho inh | SENP6 block
Cc1ccc(-c2csc(NNC(=O)c3ccccc3)n2)cc1 | 1.5 | -5 | 0.6 | 1 | 4 | -1 | -41 | 2
CCOC(=O)COc1cc2c(C(=O)OCC)c(C)oc2cc1Br | 0.9 | -7 | 3.3 | -4 | 12 | -1 | 28 | -6
CC(=O)c1cccc(NC(=O)C(C)OC(=O)c2ccc3ncsc3c2)c1 (configuration not stated) | 0.93 | -3 | 0.9 | -32 | -19 | 3 | -21 | -7
CN(C)Cc1nc2ccccc2c(=O)n1CC(=O)Nc1cccc(S(=O)(=O)N2CCOCC2)c1 | 0.93 | 5 | -0.9 | 0 | 19 | -1 | -14 | 0
Nc1nc(N)c(N=Nc2ccc(Cl)cc2)c(=O)[nH]1 | 0.88 | 5 | 0.3 | -3 | 19 | 1 | -8 | 5
Cc1cccc(OCCCC(=O)Nc2ccc(S(N)(=O)=O)cc2)c1 | 1.1 | -10 | -0.5 | 2 | 4 | -2 | 15 | -14
COC(=O)c1ccc(C)c(NC(=O)c2nn(C)c(=O)c3ccccc23)c1 | 0.8 | 1 | -0.6 | 1 | 1 | 1 | 6 | 0
CCOc1ccc(S(=O)(=O)N2CCC(C(=O)NCC(=O)Nc3cccc(Cl)c3C)CC2)cc1 | 1 | -6 | -1.2 | 0 | 5 | 0 | -6 | 1
CCN(CC)S(=O)(=O)c1ccc(C)c(NC(=O)COC(=O)CN2C(=O)NC(C)(C)C2=O)c1 | 0.96 | -2 | -0.2 | 0 | 10 | 0 | -13 | -18
CC1=NN2C(=N)/C(=C\c3cc(C)n(Cc4ccccc4)c3C)C(=O)N=C2S1 | 0.86 | -12 | 11 | -19 | -43 | -3 | -26 | -6
Nc1nc(SCC(=O)N2CCCC2)[nH]c(=O)c1NC(=O)c1ccco1 | 1 | -6 | 0.3 | -1 | 18 | -2 | 0 | -8
CC(C)CC(CO)NS(=O)(=O)c1cccc(Cl)c1F (configuration not stated) | / | -3 | 0.1 | 1 | 5 | -2 | 7 | /
Cc1ccc(S(=O)(=O)CC(=O)Nc2ccc3nc(C)sc3c2)cc1 | 0.83 | 0 | -2.6 | 0 | 14 | 1 | -8 | -1
CCCCNC(=O)c1ccccc1NC(=O)C1=C(C)OCCS1 | 0.98 | -1 | -0.1 | 3 | 14 | 0 | -13 | -3
O=C(Cc1cccc(NC(=O)C2CCCN(C(=O)C3CCCC3)C2)c1)Nc1ccc(C(=O)N2CCCCC2)cc1 (configuration not stated) | / | -8 | 0.7 | 0 | 16 | 0 | -5 | /
CC(C)CN1C(=O)C(=O)N(CC(=O)N2CCN(c3ccccc3)CC2)C1=O | 1.2 | -4 | -1.9 | 1 | 11 | 2 | 2 | -1
CCOc1ccc(/C=C/C(O)=C2/C(=O)N(C)C3(C)CC2c2ccccc2O3)cc1OC (configuration not stated) | 0.92 | 13 | -0.1 | -50 | -480 | 0 | -5 | 5
COc1ccc(N=c2cc(-c3ccc(O)cc3)oc3ccccc23)cc1 | 1 | 9 | 68* | -9 | 2 | -1 | -5 | -6
CC1CCN(Cc2nnnn2CCCC(=O)NCCc2cnn(C)c2)CC1 | 0.87 | 0 | 2.8 | -1 | 7 | 2 | 8 | -12
Cc1nc(SCc2nc3ccc(F)cc3[nH]2)c2oc3ccccc3c2n1 | 1 | -13 | 5.1 | -8 | -25 | -6 | -5 | 2
CC(C)c1c(C(=O)N/N=C/c2ccoc2)nnn1-c1nonc1N | 0.83 | 7 | 1.7 | -2 | 11 | -20 | -1 | 7
Clc1ncn(C23CC4CC(CC(C4)C2)C3)n1 | 0.91 | -7 | -1.5 | 2 | 13 | 1 | 1 | 4
Cc1ccc(N(C)S(=O)(=O)c2cccc(C(=O)Nc3ccc(N4CCOCC4)cc3)c2)cc1 | 1 | 1 | 1.0 | -2 | 8 | -8 | 13 | -11
Cc1ccc2cc(CCNC(=O)c3ccc(S(=O)(=O)N4CCOCC4)cc3)c(=O)[nH]c2c1C | 1.1 | -14 | -2.5 | 3 | -63 | 3 | 19 | -2
CCOc1nc(C)ccc1-c1noc(-c2cccnc2)n1 | 1.4 | 9 | 0.8 | -5 | 5 | -1 | -7 | 1
COc1ccc(C(=O)/C(C#N)=N/Nc2ccccc2[N+](=O)[O-])cc1 | 1 | -6 | 95* | 4 | 38 | 2 | -21 | 9
Oc1ccccc1C1=Nc2ccccc2N=C(c2cccs2)C1 | 0.91 | 22 | -0.2 | 5 | -151 | 0 | -16 | 1
Cc1ccc(SCC(=O)Nc2ncc(C)s2)cc1 | 1.1 | 3 | -0.4 | 0 | 18 | -1 | -7 | -5
O=C(Nc1ccc2c(c1)CCC2)c1ccc(F)cc1 | 1 | 3 | 1.4 | 1 | 14 | 3 | 32 | 87*
CCCC1=C(C(=O)OCC)C(/C=C/c2ccccc2)n2ncnc2N1 (configuration not stated) | 1.1 | -6 | 0.0 | 1 | 13 | 3 | 11 | 2
Cc1ccccc1NC(=S)/C(=C(\[O-])c1cc(C)n(Cc2ccccc2Cl)c1C)[n+]1ccccc1 | 0.86 | 4 | -0.2 | -23 | -4 | -1 | -2 | 2
CCCCOc1ccc(C(=O)Nc2ccc(N3CCN(C(=O)C(C)C)CC3)cc2)cc1 | 1.1 | 3 | 0.5 | 2 | 16 | 6 | -4 | 1
COc1cccc(NC(=O)c2cc(-c3ccco3)nc3ccccc23)c1 | 1.1 | 0 | 3.7 | -1 | -217 | -3 | -2 | -1
O=C(c1ccc(COc2ccc3ccccc3c2)o1)N1N=C(C(F)F)CC1(O)C(F)F (configuration not stated) | 0.9 | 7 | 5.7 | 1 | 16 | 20* | -1 | 3
CC[C@H](C)NC(=O)CCCCCn1c(=S)[nH]c2c([nH]c3ccc(OC)cc32)c1=O | 1.2 | 0 | 0.6 | 1 | -89 | -2 | 3 | -11
COc1cc(C2c3sc(=O)[nH]c3SC3C(=O)N(c4ccc(C)cc4)C(=O)C32)ccc1O (configuration not stated) | 0.85 | -5 | 2.5 | -8 | 29 | 1 | -12 | -4
COc1ccc(C(N)CCc2ccc(C)o2)cc1 (configuration not stated) | 1.1 | -3 | -1.5 | -13 | -32 | 0 | 16 | -9
O=C(COC(=O)c1ccc(Br)o1)Nc1cccc(S(=O)(=O)N2CCCCC2)c1 | 0.94 | -8 | -0.6 | 1 | 18 | -6 | 15 | -9
COc1cc(C(=O)NCC2CCCO2)ccc1OCc1ccccc1Cl (configuration not stated) | 0.98 | 7 | 0.2 | -2 | -6 | 1 | -22 | -12
COC(=O)c1c(C)n(-c2ccccc2)c2ccc(O)cc12 | 1.1 | 6 | 5.8 | -1 | 0 | -1 | 63* | 3
COc1ccc(S(=O)(=O)N2CCSCC2)cc1C(N)=O | 1 | -4 | 1.2 | 4 | 14 | 0 | -3 | 13
CCOC(=O)c1ccccc1NC(=S)N1CCC(C)CC1 | 0.9 | 2 | 0.2 | 7 | -120 | 0 | -6 | -6
CC1(C)Cc2c(sc3nnn(Cc4ccccc4)c(=O)c23)CO1 | 0.87 | -14 | 0.4 | 0 | 30 | -1 | 4 | -8
Cc1ccc(C(=O)Nc2ccccc2C(=O)O)cc1S(=O)(=O)NC1CCCCC1 | 1 | -8 | -1.3 | 5 | 5 | -3 | -16 | 15
Clc1cccc(Cl)c1C1Nc2cccc3cccc(c23)N1 | 1 | 20 | 1.2 | 7 | -6 | -1 | 26 | 42
NC(=O)CC(NC(=O)Cc1cccc2ccccc12)c1ccc(NCCc2ccccc2F)c([N+](=O)[O-])c1 (configuration not stated) | 0.74 | 1 | -1.3 | 20 | 16 | -2 | -10 | -7
COc1cccc(C(CC(=O)NCc2ccco2)NS(=O)(=O)c2ccc(C)cc2)c1OC (configuration not stated) | 1.1 | -7 | -1.2 | 2 | 24 | 1 | 0 | -1
NC(=O)C1CC=CCC1C(=O)OCC(Cl)=C(Cl)Cl (configuration not stated) | 0.8 | 12 | 1.8 | -2 | 1 | -1 | 1 | 4
C=C1CCN([C@H](C(=O)NCc2ccccc2)C(C)C)S(=O)(=O)c2ccccc21 | 1.1 | 1 | 1.0 | 0 | 21 | 2 | -9 | -10
COc1ccc(OC)c(Nc2nc(=O)c3cccnc3s2)c1 | / | 4 | 0.2 | 2 | 11 | 0 | 57 | /
Next section
SMILES | hIAP act | ATG4B inh | MPTP block | SENP1 FRET inh | SENP8 inh | NR3A LBD binder | PfGluPho inh | SENP6 block
O=C(Nc1c2n(c(=S)n(-c3ccccc3)c1=O)CCCCC2)c1ccccc1 | 0.87 | -2 | -0.6 | 2 | 8 | 2 | -2 | 15
CCOC(=O)c1ccc(NC(=O)C2(c3ccc(Cl)cc3)CCCC2)cc1 | 0.87 | -9 | -7.0 | 0 | 29 | -28 | 3 | -5
COc1ccc(C(=O)Nc2ccc(NC(=O)c3ccco3)cc2)cc1 | 0.92 | 5 | 0.3 | -1 | 7 | 16* | -14 | -22
COc1ccc(CCNC(=O)c2c(O)c3ccccc3[nH]c2=O)cc1 | 1.1 | -1 | 1.1 | 1 | -5 | -4 | 6 | 6
COc1ccc(C2(CNC(=O)C(=O)Nc3ccc(C)cc3)CCOCC2)cc1 | 1 | -9 | -1.9 | 0 | 8 | 2 | 7 | 0
COc1ccc(-c2nn(-c3ccccc3)cc2/C=C(/C#N)C(N)=O)cc1[N+](=O)[O-] | 0.95 | 7 | 0.8 | 2 | -75 | 0 | 4 | -3
COc1cc(OC)cc(C(=O)N[C@H](C(=O)Nc2nc(-c3ccc(OC)c(OC)c3)cs2)C(C)C)c1 | 1.1 | -4 | 7.8 | 0 | 8 | -3 | 9 | -17
CC(C)=CCc1c([C@@H]2CCc3ccc(O)cc3O2)cc2c(c1O)OC(C)(C)C=C2 | 0.94 | -9 | 0.0 | -1 | 36 | -4 | 45 | -3
CC12C(=O)N(c3ccccn3)C(=O)C1C1C=CC2C1 (configuration not stated) | 1 | 0 | -1.7 | 3 | -6 | -1 | -6 | -3
Cc1cccc(C(=O)OCC(=O)N2CCN(C(=O)c3ccco3)CC2)c1O | 0.94 | 4 | -0.8 | 0 | -5 | -1 | -4 | 2
CCN(CC)CCCCCCCCOC(=O)c1cc(OC)c(OC)c(OC)c1 | 1.1 | 4 | 8.8 | 1 | 6 | -1 | -3 | -8
CC(=O)c1ccc(S(=O)(=O)NC2CC(=O)N(c3ccc(C)cc3)C2)cc1 (configuration not stated) | 1 | -2 | -1.5 | 2 | 10 | 3 | 6 | -2
CCOC(=O)c1sc(=NC(=O)CCSc2ccccc2)n(C)c1C | 1.2 | -2 | 0.2 | -33 | -18 | -1 | 4 | -6
CCc1ccccc1NC(=O)COc1cccc(-n2cnnn2)c1 | 1 | -18 | -1.2 | 1 | 1 | -5 | -4 | -32
COc1cccc(N2CC(C(=O)OC(C)C(=O)c3ccccc3)CC2=O)c1 (configuration not stated) | 1 | -4 | -0.3 | 2 | 6 | 1 | -7 | 1

Five successive entries out of the list so far, for reference:
SMILES | hIAP act | ATG4B inh | MPTP block | SENP1 FRET inh | SENP8 inh | NR3A LBD binder | PfGluPho inh | SENP6 block
CC(C)=CCc1c([C@@H]2CCc3ccc(O)cc3O2)cc2c(c1O)OC(C)(C)C=C2 | 0.94 | -9 | 0.0 | -1 | 36 | -4 | 45 | -3
CC12C(=O)N(c3ccccn3)C(=O)C1C1C=CC2C1 (configuration not stated) | 1 | 0 | -1.7 | 3 | -6 | -1 | -6 | -3
Cc1cccc(C(=O)OCC(=O)N2CCN(C(=O)c3ccco3)CC2)c1O | 0.94 | 4 | -0.8 | 0 | -5 | -1 | -4 | 2
CCN(CC)CCCCCCCCOC(=O)c1cc(OC)c(OC)c(OC)c1 | 1.1 | 4 | 8.8 | 1 | 6 | -1 | -3 | -8
CC(=O)c1ccc(S(=O)(=O)NC2CC(=O)N(c3ccc(C)cc3)C2)cc1 (configuration not stated) | 1 | -2 | -1.5 | 2 | 10 | 3 | 6 | -2
